H9c2 TAG inh: inhibitors of triacylglycerol accumulation, primary screen, cell-based, uHTS, fluorescence, H9c2; hit rate 0.66% among 230,000; AID 651582, 2012; inhibition, % at 12.5 µM; H9c2 cells, Nile Red lipid (TAG) fluorescence; cells loaded with 200 µM oleic acid;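 active = pattern-corrected inhibition of lipid staining of at least 50% with the nuclear-stain viability signal not falling by more than 50%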;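 also: 0% = DMSO wells and 100% = triacsin C control wells; some results filed as inactive read as strong as hits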
H9c2 TAG inh DAPI viability: recorded beside H9c2 TAG inh, whose call it bears; DAPI nuclei signal change (viability), lower = more cytotoxic, %;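 whole-well DAPI fluorescence read on a plate reader as a viability signal; minus 50 percent equals half of cells still viable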
The depositor's hits bear a star. Only part of the results is shown; the hit share may differ from the screen's.

The first five entries, ahead of the listing:
SMILES	H9c2 TAG inh DAPI viability	H9c2 TAG inh
COc1ccc(S(=O)(=O)N2CCOC2CNC(=O)C(=O)NCc2ccccc2OC)cc1 (stereo not drawn)	-2	26
Cc1ccc(C2NC(c3ccc(C)cc3)C(C)C(=O)C2C)cc1 (stereo not drawn)	8	-6
COc1ccc(CCNC(=O)CSc2nnnn2-c2ccccc2OC)cc1OC	-12	3
CN(C(=O)c1cccc(NC(=O)Cc2ccc(NC(=O)C3CCN(C(=O)C4CCCCC4)CC3)cc2)c1)C1CCC1	0	-1
C[C@H]1CN([C@@H](C)CO)C(=O)c2cc(Br)cnc2O[C@H]1CN(C)C(=O)C1CCC1	6	-7

The list itself (from the top)
SMILES	H9c2 TAG inh DAPI viability	H9c2 TAG inh
COc1ccc(S(=O)(=O)N2CCOC2CNC(=O)C(=O)NCc2ccccc2OC)cc1 (stereo not drawn)	-2	26
Cc1ccc(C2NC(c3ccc(C)cc3)C(C)C(=O)C2C)cc1 (stereo not drawn)	8	-6
COc1ccc(CCNC(=O)CSc2nnnn2-c2ccccc2OC)cc1OC	-12	3
CN(C(=O)c1cccc(NC(=O)Cc2ccc(NC(=O)C3CCN(C(=O)C4CCCCC4)CC3)cc2)c1)C1CCC1	0	-1
C[C@H]1CN([C@@H](C)CO)C(=O)c2cc(Br)cnc2O[C@H]1CN(C)C(=O)C1CCC1	6	-7
Cc1ccc(C)c(S(=O)(=O)N2CCN(C(=O)CCc3nc4ccccc4c(=O)[nH]3)CC2)c1	-7	0
Cc1cnc(C)c(Nc2nc(C(N)Cc3ccc(Cl)cc3)cs2)n1 (stereo not drawn)	11	31
COc1cc(/C=N/Nc2ccc(C(F)(F)F)cn2)ccc1O	-11	14
O=C1CC(N2CCOCC2)C(=O)N1c1ccc(Cl)cc1 (stereo not drawn)	3	-7
Cc1cccc2cc3c(N)c(C(=O)N4CCOCC4)sc3nc12	5	9
O=C(NNC(=O)c1csc(N2CCOCC2)n1)c1ccc(Cl)nc1	3	3
COCCC(=O)N1CCC(Oc2ccc(C(=O)NC(C)CCn3cccn3)cc2)CC1 (stereo not drawn)	4	11
O=C(c1ccc(-c2ccc([N+](=O)[O-])cc2)o1)N1CCCCC1	-5	12
CCOC(=O)C1CCCN(C(=O)/C=C/c2cc(OC)c(OC)c(OC)c2)C1 (stereo not drawn)	7	-8
Cc1cccc(N(C)S(=O)(=O)c2ccc3c(c2)C(C)(C)C(=O)N3C)c1	-9	1
COc1cccc(Nc2nc(C(N)c3ccccc3Cl)cs2)n1 (stereo not drawn)	-7	5
CC1(C)CC(=O)C=C(c2cccc(CO)c2)C1	-5	-16
COC(=O)C1=C(O)CSC1=Nc1ccccc1	-4	-2
O=C(NC(=S)NCc1ccco1)c1ccc(Br)cc1	2	0
Cc1cccc(N2CCN(S(=O)(=O)c3ccc4c(c3)CCN4C(=O)CCC(=O)O)CC2C)c1 (stereo not drawn)	8	1
Cc1ccc(-c2ccccc2C2=CC(=O)CC(C)(C)C2=O)cc1	3	-7
COc1cc(C(=O)NCCC(=O)NC(C)C)cc(OC)c1OC	3	6
CCOc1ccc(S(=O)(=O)NCCC(=O)N2CCCCCCC2)cc1	1	-2
CCOc1ccccc1NC(=O)c1cccc(N2C(=O)CCC2=O)c1	-2	6
CNC[C@@H]1OCc2ccccc2-c2ccccc2C(=O)N([C@H](C)CO)C[C@@H]1C	2	-18
O=C(CSc1ccc(-c2ccc(-n3cccn3)cc2)nn1)Nc1ccc([N+](=O)[O-])cc1	-4	11
CC(C)NC(=O)C1(C)CCN1C(=O)c1ccc2c(c1)OCO2 (stereo not drawn)	7	6
CCc1nc(SCC(=O)OC(C)C)c2ccccc2n1	-6	-2
N#Cc1cc(Oc2ccccc2)c(-n2nnc3ccccc32)cc1C#N	-5	-5
CCC(C)NC(=O)CS(=O)Cc1nc(-c2cccc(C)c2)oc1C (stereo not drawn)	0	9

Some of these compounds in order of molecular weight, low to high:
SMILES	H9c2 TAG inh DAPI viability	H9c2 TAG inh
Cc1ccc(C2NC(c3ccc(C)cc3)C(C)C(=O)C2C)cc1 (stereo not drawn)	8	-6
N#Cc1cc(Oc2ccccc2)c(-n2nnc3ccccc32)cc1C#N	-5	-5
COc1ccc(CCNC(=O)CSc2nnnn2-c2ccccc2OC)cc1OC	-12	3

The list goes on:
SMILES	H9c2 TAG inh DAPI viability	H9c2 TAG inh
CCOC(=O)c1c(C)n(C)c2ccc(O)c(CN(C)C)c12	12	8
CCN(CC)c1ccc(NC(=O)c2ccccc2)cc1S(=O)(=O)Nc1ccccc1OC	6	-2
O=C(O)c1cccc(NC(=O)c2ccc3c(c2)C(=O)N(Cc2ccco2)C3=O)c1	1	-3
CC1CCN(C(=O)c2ccc(N(C)S(C)(=O)=O)cc2)CC1	3	-1
Cc1cccc(-c2nnc(NC(=O)c3ccco3)s2)c1	-2	-4
COC(=O)c1ccc(C(=O)OC)c(NC(=O)CN(c2ccccc2)S(=O)(=O)N(C)C)c1	5	2
COc1ccc2oc(C(=O)OCC(=O)N(C)Cc3ccccc3)c(C)c2c1	4	18
CC1(O)C(c2ccccc2)=Nc2ccccc21 (stereo not drawn)	-1	-6
Cc1ccc(S(=O)(=O)N2CCN(Cc3ccsc3)CC2)cc1	8	-10
CCOC12NC(=O)CC(=O)N1C(c1ccccc1)=CS2 (stereo not drawn)	4	-4
O=C(c1ccc(NS(=O)(=O)c2ccc3[nH]c(=O)[nH]c3c2)cc1)N1CCN(c2ccccc2O)CC1	7	-9
O=C(NCc1ccc2c(c1)OCO2)Nc1ccc(Cl)cc1	-1	-56
C/C(=N\NS(=O)(=O)c1ccc(Br)cc1)c1ccc2c(c1)OCO2	0	5
COc1cc(/C=N/NC(=O)c2cccnc2)ccc1OCC(=O)Nc1ccccc1Cl	-6	9
CCOC(=O)c1ccc(N(CCC2CO2)S(=O)(=O)c2ccc(C)cc2)cc1 (stereo not drawn)	0	-3
COc1cccc(CN2CCN(Cc3ccc4c(NC(C)=O)cccc4n3)CC2CCO)c1 (stereo not drawn)	3	-5
CN1C(=O)/C(=C/c2ccc(OCc3ccc(F)cc3)cc2)N(C)C1=S	-1	-23
CC(OC(=O)c1n[nH]c2ccccc12)C(=O)NC1CCCCC1C (stereo not drawn)	7	10
CC(C)CC(CO)N1CCN(C(=O)c2ccc(Cl)c(Cl)c2)CCC1=O (stereo not drawn)	-9	-8
Cc1ccc(NS(=O)(=O)c2ccccc2)c2c1CC(C)(C)O2	0	15
O=C(NCC1CCCO1)C1CCN(S(=O)(=O)c2cccc3nonc23)CC1 (stereo not drawn)	-1	4
O=C(Nc1nccs1)[C@@H]1CCCN1S(=O)(=O)c1ccc(Cl)cc1	9	-6
Clc1ccc(OCc2nn3c(-c4ccco4)nnc3s2)cc1	-3	1
CC(=O)OC1C([N+]2(C)CCCCC2)C[C@H]2C3CC[C@H]4C[C@H](OC(C)=O)C([N+]5(C)CCCCC5)CC4(C)[C@H]3CCC12C (stereo partly drawn)	6	-14
CCn1cc(CN2CCC(n3nccc3NC(=O)c3cccc(F)c3)CC2)c(C)n1	-2	17
O=C(CCC1CCCCC1)NCCS(=O)(=O)N1CCN(c2ccc(F)cc2)CC1	-8	17
COc1ccc(CSc2nnc(NC(C)=O)s2)cc1[N+](=O)[O-]	7	-7
CCCCn1nc2cc(C(=O)NCC3CC3)ccc2c1OCC	0	23
CC1CCCCN1C(=O)Nc1ccccc1Cl (stereo not drawn)	13	-15
CCOC(=O)c1c(C)[nH]sc1=S	2	-12
CC(C)C1/C(=N/O)CC(c2ccccc2)NC1c1ccccc1 (stereo not drawn)	-1	-6
Cc1c(NS(=O)(=O)c2ccc(Br)s2)c(=O)n(-c2ccccc2)n1C	-2	16
COc1ccc(CCNC(=O)C23CN(Cc4ccccc4)CC2C(c2ccc([N+](=O)[O-])cc2)=NO3)cc1 (stereo not drawn)	-3	-6
O=c1[nH]c2ccccc2nc1C(F)(F)F	4	-9
CCCCNC(=O)CNC(=S)N(Cc1ccc(C)cc1)Cc1ccco1	-3	-9
O=C(CN1C(=O)C(=O)N(CCC2=CCCCC2)C1=O)c1c[nH]c2ccccc12	-2	-2
O=C(O)c1ccc(/C=C/c2nc3sc4c(c3c(=O)[nH]2)CCC4)cc1	7	-3
O=C(/C=C/c1c(F)cccc1Cl)c1ccc(O)cc1	-5	9
COc1ccc(C2CC(C(F)(F)F)n3nc(C(=O)O)c(Br)c3N2)cc1 (stereo not drawn)	1	0
COC(=O)C(C#N)C(=C1C(=O)CC(C)(C)CC1=O)c1ccc(O)cc1 (stereo not drawn)	-2	2
Cc1ccc(CN(C)c2ccc(S(=O)(=O)N3CCCC3)cn2)cc1	-2	-23
Cc1c(NC(=O)CN2C(=O)C3C4C=CC(C4)C3C2=O)c(=O)n(-c2ccccc2)n1C (stereo not drawn)	3	6
CC(C)(C)C(=O)NC1CC2CCCC(C1)N2C(=O)Nc1ccc(Cl)cc1 (stereo not drawn)	2	9
CN(C1CCS(=O)(=O)C1)S(=O)(=O)c1cccc2nsnc12 (stereo not drawn)	-2	-7
Cc1c(Cl)c(=O)oc2cc(OCC(=O)N3CCCC(C)C3)ccc12 (stereo not drawn)	20	3
CCc1ccc(NC(=O)Cn2nnc(C(=O)NCc3cccs3)c2N)cc1	-2	2
COC(C/C=C\[C@@H](O)COCc1ccccc1)OC	-3	10
CCS(=O)(=O)N1CCCC(C(=O)NCc2cccc(OC)c2)C1 (stereo not drawn)	-1	11
COc1ccc(NC(=S)Nc2ccc3nc(C)c(C)nc3c2)cc1	9	6
CCN(CC)c1ccc(C(=O)NNC(=O)Cn2c(=O)cnc3ccccc32)cc1	-10	14
Cc1c(Cl)cccc1NC(=S)NCc1ccccc1	-11	26
CCOc1cc(C2NC(=O)NC(c3ccccc3)=C2C(C)=O)ccc1OC(C)=O (stereo not drawn)	-4	0
CCOc1ccc2nc3c(cc2c1)CN(CCCO)C(=NCCOC)S3	2	9
Cc1cc2nccc(-c3cccnc3)n2n1	-11	3
CCn1cc(C(=O)O)c(=O)c2cc(F)c(N3CCN(C(=S)Nc4ccc(OC)cc4)CC3)cc21	-5	1
O=C(Nc1ccccc1C(=O)NCCCN1CCOCC1)c1ccc(Cl)cc1	8	7
CCC(=O)O[C@]1(C(=O)CCl)[C@@H](C)C[C@H]2[C@@H]3CCC4=CC(=O)C=C[C@]4(C)[C@@]3(F)[C@@H](O)C[C@@]21C	19	17
CCOc1ccc(N(CC(=O)N2CCC(Cc3ccccc3)CC2)S(C)(=O)=O)cc1	-2	-10
Cc1ccnc(NC(=O)c2ccc(S(=O)(=O)N3CCCCC3)cc2)c1	-7	-8
COc1ccc(Cl)cc1NC(=O)CN1CCCCCC1	18	-2

Going on with the list:
SMILES	H9c2 TAG inh DAPI viability	H9c2 TAG inh
Cc1ccccc1C(=O)Nc1ccc2c(c1)C(=O)NC2=O	-5	17
CCCCCCSc1cc(-c2nc3cnccn3c2NCCCC)ccc1OC	-13	-12
CC(=O)Nc1cc(-c2ccccc2N(C)C)cn2c(-c3ccc(F)c(Cl)c3)cnc12	8	-22
CCNc1nc(C(=O)O)nc(N2CCOCC2)n1	7	-4
COc1ccc(N2CCN(C(=O)CCC(=O)N3CC(C)Oc4ccccc43)CC2)cc1 (stereo not drawn)	-2	-22
Cc1ccc(C(=O)O)cc1N1C(=O)c2cccc3c([N+](=O)[O-])ccc(c23)C1=O	-12	11
CC(C)OCCCNC(=O)C1CCC(CNS(=O)(=O)c2cccc3nsnc23)CC1 (stereo not drawn)	-11	5
Cc1cccc(N2C(=O)c3cccnc3C2=O)c1	-11	-2
COc1ccc(C(=O)NC2CCN(C(=S)NCCc3ccccc3)CC2)cc1	-1	9
O=C(CCC(=O)NNC(=O)c1ccc(Cl)cc1Cl)NCc1ccccc1	-10	38
CCOC(=O)c1cc(C(=O)Nc2ccc(S(=O)(=O)Nc3ccc(OC)cc3)cc2)nn1C	-2	2
COc1ccc(CNC(=O)CN2C(=O)NC3(CCCc4sccc43)C2=O)cc1 (stereo not drawn)	2	12
CCOc1cc(N2CCOCC2)c(OCC)cc1NC(=O)CN1C(=O)NC(CC(C)C)C1=O (stereo not drawn)	-8	1
Cc1cnc(NC(=O)CSc2nnc(CNc3ccc(F)cc3)n2CC2CCCO2)s1 (stereo not drawn)	11	17
Cc1cn2c(=O)c(C(=O)N3CCN(c4ccccc4Cl)CC3)cnc2s1	-6	0
Cc1ccc(SC(=O)c2c([N+](=O)[O-])c(C)nn2C)cc1	-22	35
CC1Cc2nc(SCC(=O)N3CCCc4ccccc43)n(C)c(=O)c2S1 (stereo not drawn)	-17	-11
CCOC(=O)c1ccc(OC(=O)CCCCCN=C(N)N)cc1	5	0
Cc1ccc(N2CCC(N3CCN(C)C(CCO)C3)CC2)cc1 (stereo not drawn)	7	-4
CC1=NN(C(=O)c2ccccc2Br)C(O)(c2cccnc2)C1 (stereo not drawn)	8	-1
Cc1ccc(Oc2c(C)nc(-c3ccccc3)[nH]c2=O)cc1	0	5
COc1ccc(C2CC2/C(=N/O)c2ccccn2)cc1 (stereo not drawn)	0	9
CC(C)(C)NS(=O)(=O)c1ccc(NC(=O)Cc2ccccc2[N+](=O)[O-])cc1	-16	13
Cc1csc(NC(=O)c2cc(=O)[nH]c3ccccc23)n1	-11	14
NCC(O)c1ccc(O)c(O)c1 (stereo not drawn)	-11	-6
O=C(Cn1cnc2c(nnn2Cc2ccc(F)cc2)c1=O)Nc1cccc(F)c1	-2	-11
COc1ccccc1NC(=O)C1=C(C)Nc2nc(-c3cccnc3)nn2C1c1ccccn1 (stereo not drawn)	3	0

Screening results: PubChem, Sanford-Burnham Center for Chemical Genomics
